High-throughput results deposited in PubChem by National Center for Advancing Translational Sciences (NCATS).
Tau ThT inhib: blocks human tau fibril formation measured by thioflavin T. recombinant tau K18 P301L, heparin-induced fibrillization, ThT fluorescence. Potency, µM (highest dose often 57.4 µM), without a hit: at the top dose activity, negative = inhibition, actives largely listed as inhibitors. 2.1% of 270,000 active; also: nearly all actives have a fitted effect of over 55% in size
Target sequence (P10636 561-689 P618L limits assumed): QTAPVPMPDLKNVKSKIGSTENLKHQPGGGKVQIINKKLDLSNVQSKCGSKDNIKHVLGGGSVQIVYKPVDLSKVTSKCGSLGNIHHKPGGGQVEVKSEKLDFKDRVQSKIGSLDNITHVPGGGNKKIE
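Using a mix of unlabeled (15 uM) and Alexa 594-labeled (0.24 uM) tau K18 P301L, heparin-triggered fibrillization over 6 hr at 37 C was scored by ThT fluorescence.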
Tau fibril FP: tau fibrillization inhibition (FP); P10636; K18 P301L tau heparin fibrillization, Alexa594 FP, 6 h; Potency, µM (top dose mostly 57.7 µM), for the others: at the top dose activity, negative = inhibition, actives largely listed as inhibitors; 0.39% of 280,000 active; also: nearly all actives have a fitted effect of over 55% in size
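K18 P301L tau (15 uM unlabeled/0.24 uM Alexa 594-labeled, final) + compound + heparin 20 uM final; 100 mM NaOAc pH 7; 6 hr 37 C; ThT 30 uM final added, 1 hr RT; FP ex 555/em 632 nm.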
L3MBTL1 block: inhibitors of human L3MBTL1; Q9Y468; AlphaScreen L3MBTL1–H3K9me1 peptide binding; Potency, µM (highest dose often 57.1 µM), inactives show at the highest dose activity, negative = inhibition, most hits filed as inhibitors; 0.66% of 230,000 active; AID 485360; also: nearly all actives have a fitted effect of over 60% in size
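Read-out is AlphaScreen signal from streptavidin donor and nickel chelate acceptor beads (10 ug/mL final each) bridging L3MBTL1 (50 nM) and biotinylated K9-monomethylated H3(1-15) peptide (75 nM), after 30 min compound exposure at room temperature.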
TRb SRC2 PPI: TRbeta-SRC2 interaction inhibition | P10828 | TRbeta-SRC2 peptide binding, fluorescence polarization; receptor liganded with 1 µM T3 | Potency, µM (doses to about 106 µM), for the others: top-dose activity change, negative = inhibition, usual class: inhibitors | 0.065% of 280,000 active;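 also: plate controls were bound peptide for no effect and peptide without receptor for full effect; nearly all actives have a fitted effect of over 50% in size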
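Fluorescence polarization of 20 nM Texas Red SRC2 peptide (20-aa NR interaction domain) bound to 0.6 uM human TRb ligand-binding domain, with 1 uM T3, after 5 hr at ambient temperature; inhibition seen as decreased polarization.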
ALDH1A1 inh: inhibitors of human aldehyde dehydrogenase 1A1. P00352. Purified ALDH1A1, NADH fluorescence, propionaldehyde substrate. Potency, µM (top dose mostly 75.3 µM), without a hit: at the highest dose activity, negative = inhibition, most hits filed as inhibitors. 7.3% of 220,000 active; active = well fitted inhibition curve with a large enough effect, not every such curve was filed as active; inconclusive = small, poorly fitted or top-dose-only effect, or another doubt; inactive = no such curve, though single readings can be large or run the other way;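 also: plate controls were no enzyme wells and a reference inhibitor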
Target sequence (P00352 whole entry, looked up): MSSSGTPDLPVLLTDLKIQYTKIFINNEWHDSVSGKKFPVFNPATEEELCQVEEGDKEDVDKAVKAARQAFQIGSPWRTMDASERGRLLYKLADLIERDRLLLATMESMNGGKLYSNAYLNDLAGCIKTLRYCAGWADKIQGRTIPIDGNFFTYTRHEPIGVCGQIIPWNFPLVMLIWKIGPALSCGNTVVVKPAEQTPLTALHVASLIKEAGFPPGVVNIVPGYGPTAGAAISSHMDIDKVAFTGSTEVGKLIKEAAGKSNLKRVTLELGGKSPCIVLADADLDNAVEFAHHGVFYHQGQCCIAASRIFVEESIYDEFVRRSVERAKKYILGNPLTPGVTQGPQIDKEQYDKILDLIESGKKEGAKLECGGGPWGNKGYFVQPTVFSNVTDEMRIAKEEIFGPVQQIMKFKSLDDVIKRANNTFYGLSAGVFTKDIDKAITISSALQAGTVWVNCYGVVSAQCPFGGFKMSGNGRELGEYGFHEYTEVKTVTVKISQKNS
Tau fluor cs: counter-screen for tau fibril formation inhibitors; Potency, µM (doses to about 57.7 µM), without a hit: at the top dose activity change, negative = decrease; 0.93% of 280,000 active; tau K18 P301L Alexa594 fluorescence, heparin fibrillization; also: nearly all actives have a fitted effect of over 55% in size
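Human tau K18 P301L (15 uM unlabeled, 0.24 uM Alexa 594-labeled) in 100 mM sodium acetate pH 7 with 20 uM heparin, 6 hr at 37 C. ThT 30 uM added, 1 hr ambient; Alexa 594 FP and total fluorescence read at 555/632 nm.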
TR SRC2 fluor cs: counter-screen for TRb-SRC2 inhibitors: fluorescence interference; TRb/SRC2 Texas Red total fluorescence interference; Potency, µM (series often up to 106 µM), inactives show at the top dose fluorescence change, negative = quenching; 0.29% of 280,000 active; AID 1479; active = well fitted curve in either direction with a large enough effect; inconclusive = small, poorly fitted or top-dose-only effect
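Flags fluorescent or light-absorbing compounds by total fluorescence, S + 2P, at 555 nm excitation and 632 nm emission. Mixture: 20 nM Texas Red SRC2 peptide, 0.6 uM human TRb LBD, 1 uM T3, 5% DMSO; compound exposure 5 h at ambient temperature.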
aGal spleen mod: alpha-galactosidase A (human) modulation; P06280; human spleen homogenate, 4MU-alpha-Gal fluorescence, 40 min; Potency, µM (series often up to 80 µM), inactives show top-dose activity change, negative = inhibition, usual class: inhibitors; 0.008% of 240,000 active;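 also: 0% = enzyme with vehicle and -100% = no enzyme basal signal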
Target sequence (P06280 32-429 limits assumed): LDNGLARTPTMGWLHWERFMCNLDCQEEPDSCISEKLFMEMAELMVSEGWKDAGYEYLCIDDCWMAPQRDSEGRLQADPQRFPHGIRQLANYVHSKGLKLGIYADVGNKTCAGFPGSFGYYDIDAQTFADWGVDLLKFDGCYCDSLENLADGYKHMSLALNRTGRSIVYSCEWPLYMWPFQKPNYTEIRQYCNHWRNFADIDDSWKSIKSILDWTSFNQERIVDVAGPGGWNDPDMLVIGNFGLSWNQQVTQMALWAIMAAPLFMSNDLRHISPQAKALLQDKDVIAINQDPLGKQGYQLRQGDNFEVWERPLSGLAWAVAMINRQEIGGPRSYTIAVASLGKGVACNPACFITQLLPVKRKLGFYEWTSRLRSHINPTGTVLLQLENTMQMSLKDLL
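Inhibition or activation of alpha-galactosidase in human spleen homogenate is scored by 4-MU fluorescence after 40 min at 37C, pH 5.0, with 1 mM substrate. AC50s come from concentration-response fitted to the Hill equation.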
* marks the source's active call; other numbers are inactive results; ? = inconclusive; . = not tested or not shown; [ ] = remark or other dose. Unless noted, calls follow the shape of the dose curve; as a rule, active = well fitted curve in the direction sought with a large enough effect; inconclusive = small, poorly fitted or top-dose-only effect, or another doubt; inactive = no such curve, though single readings can be large; an effect the other way counts as inactive or inconclusive. Unless noted, % is scaled to controls: 0 for no effect and ±100 for the full control effect; potency is read from the fitted curve at half-maximal effect.

SMILES	Tau ThT inhib	Tau fibril FP	L3MBTL1 block	TRb SRC2 PPI	ALDH1A1 inh	Tau fluor cs	TR SRC2 fluor cs	aGal spleen mod
COc1ccccc1CNC(=O)c1cc2c(-c3ccc(Cl)cc3)nn(C)c2s1	1%	?	.	2%	.	?	-3%	.
CCC1CCCCN1S(=O)(=O)c1cc(C(=O)Nc2ccc(C)c(F)c2)ccc1F (stereo unspecified)	8%	?	.	3%	.	?	-2%	.
COc1ccc(C2CC(=O)c3c([nH]c(C(=O)OCc4ccccc4)c3C)C2)cc1OC (stereo unspecified)	4%	-13%	.	-10%	.	0%	-1%	.
COC(=O)C1=C(C)NC(C)=C(C(=O)OCCSc2ccccc2)[C@@H]1C	-19%	10%	.	9%	?	16µM*[quencher]	0%	2%
CCN(CCCNC(=O)CCCCn1c(=O)[nH]c2ccccc2c1=O)c1ccccc1	?	15%	-4%	2%	-1%	?	1%	-5%
CCCCCOC(=O)Cc1c(C)nc(-c2ccccc2)[nH]c1=O	-1%	0%	4%	-3%	-1%	5%	-1%	3%
CS(=O)(=O)c1ccc2c(c1)sc1nc(=O)c(/C=C3/C=CC(=O)C(O)=C3)c(N)n12	4µM*	-2%	?	0%	13µM*	?	-22%	-6%
COC(=O)c1sccc1S(=O)(=O)N(CC(=O)Nc1ccccc1F)c1ccccc1	3%	0%	.	-1%	.	-10%	-18%	.
CC1=C(CO)C(=O)OC([C@@H](C)C2CC[C@H]3C4C[C@H]5O[C@]56[C@@H](O)C=CC(=O)[C@]6(C)C4CC[C@]23C)C1 (stereo partly specified)	?	-4%	.	5%	.	8%	1%	-2%
CC1CC(c2ccccc2)n2nc(NC(=O)c3ccco3)nc2N1 (stereo unspecified)	-7%	3%	.	0%	6%	1%	0%	-2%

One compound at a time, as listed above. Order of values: Tau ThT inhib	Tau fibril FP	L3MBTL1 block	TRb SRC2 PPI	ALDH1A1 inh	Tau fluor cs	TR SRC2 fluor cs	aGal spleen mod
Record of CC1CC(c2ccccc2)n2nc(NC(=O)c3ccco3)nc2N1 (stereo unspecified) : -7%	3%	.	0%	6%	1%	0%	-2%
Record of CC1=C(CO)C(=O)OC([C@@H](C)C2CC[C@H]3C4C[C@H]5O[C@]56[C@@H](O)C=CC(=O)[C@]6(C)C4CC[C@]23C)C1 (stereo partly specified) : ?	-4%	.	5%	.	8%	1%	-2%
Record of COc1ccccc1CNC(=O)c1cc2c(-c3ccc(Cl)cc3)nn(C)c2s1 : 1%	?	.	2%	.	?	-3%	.

The listing continues:
SMILES	Tau ThT inhib	Tau fibril FP	L3MBTL1 block	TRb SRC2 PPI	ALDH1A1 inh	Tau fluor cs	TR SRC2 fluor cs	aGal spleen mod
CC(CCc1ccccc1)NC(=O)c1ccc(C(=O)NC(C)CCc2ccccc2)cc1 (stereo unspecified)	6%	-7%	.	0%	8%	1%	0%	7%
CCOc1ccc(C(=O)NCC(=O)OCc2cc(C(C)=O)ccc2OC)cc1	-15%	12%	0%	-6%	3.5µM*	5%	1%	3%
COc1ccc(OC)c(C(=O)CSc2nnc(-c3cccnc3)n2C)c1	-11%	-2%	.	4%	-13%	-5%	1%	-7%
CCN(Cc1ccncc1)C(=O)c1cccc(S(=O)(=O)N2CCOCC2)c1	1%	2%	-6%	9%	?	0%	1%	3%
O=C(c1ccncc1)c1ccc(N2CCN(C3CC(=O)N(Cc4cccs4)C3=O)CC2)cc1 (stereo unspecified)	?	2%	-4%	13%	?	-13%	0%	1%
CCc1ccc(S(=O)(=O)N2CC(=O)Nc3ccccc32)cc1	-2%	-10%	.	7%	6%	-14%	-2%	0%
Cc1cc(C(=O)NN)n[nH]1	.	-7%	.	5%	.	-12%	-1%	9%
Cc1ccc(S(=O)(=O)NN2C(=O)c3ccccc3NC2c2ccccc2O)cc1 (stereo unspecified)	4%	7%	.	8%	?	-20%	-2%	10%
CC(Sc1nc(N)cc(=O)[nH]1)C(=O)Nc1cccc(Cl)c1 (stereo unspecified)	0%	3%	-8%	8%	3%	-4%	2%	9%
COc1ccc(CC(=O)Nc2ccccc2NC(=O)c2ccco2)cc1OC	1%	5%	-5%	-9%	-6%	5%	0%	-4%
CCn1c(SCc2ccccc2C)nc(=O)c2c(C(=O)OC)cc(C3CC3)nc21	?	-7%	.	3%	.	-10%	0%	.
CCOc1ccc(-c2cc(CCCC(=O)Nc3cccc(OC)c3)no2)cc1	?	?	13%	7%	2%	-23%	0%	7%
CCn1c(-c2ccc(N)cc2)nc2ccccc21	-19%	4%	.	6%	?	-10%	2%	12%
O=C(CC1N=C2c3ccccc3N=C(SCc3cccc(F)c3)N2C1=O)NC1CCCCC1 (stereo unspecified)	?	-2%	.	4%	.	-18%	-4%	.
O=C(CN1CC(c2ccccc2)CC1=O)N/N=C/c1cc(Br)ccc1O (stereo unspecified)	-15%	-3%	-11%	5%	25µM*	?	-23%	-11%
CSc1ccccc1N1CCN(C(=O)Nc2ccc3c(c2)NC(=O)CO3)CC1	15%	3%	-13%	18%	-19%	4%	-3%	-8%
CC(C)Sc1nc2ncnc(N)c2[nH]1	-2%	7%	9%	7%	10%	1%	0%	8%
CCCN(CCC)c1nn2c(=O)c(C(=O)NCc3cccc(OC)c3)cnc2s1	-4%	6%	.	-4%	.	-6%	-15%	.
Cc1ccc(-n2ncc3c(=O)n(CC(=O)N4CCCc5ccccc54)cnc32)cc1C	?	-2%	-15%	-12%	?	-23%	-2%	5%
c1ccc(-n2ncc3c(N4CCCCC4)ncnc32)cc1	?	2%	3%	0%	?	-10%	-5%	-4%
CC(=O)/C(N=Nc1nc2c([nH]1)c(=O)n(C)c(=O)n2C)=C(\C)O	?	-6%	-1%	3%	.	-3%	0%	1%
COC(=O)c1cc2occc2n1Cc1nc(-c2ccc(C)cc2)oc1C	8%	0%	.	-5%	.	3%	-5%	.
C=CCC(=O)N1CCCC(CCC(=O)NCc2ccccc2F)C1 (stereo unspecified)	-16%	-11%	9%	0%	-2%	-17%	0%	-3%
COc1ccc(Nc2ncc3c(n2)CCN(C(=O)OC(C)(C)C)C3)cc1	?	4%	.	1%	.	-28%	-1%	.
Cc1ccc2c(c1)C(c1ccccc1)N(C(=O)Cc1ccc(F)cc1)CC(=O)N2 (stereo unspecified)	?	-5%	.	3%	.	-19%	-1%	.
CCCCCNC(=O)c1ccc2c(c1)ncn2-c1cccc(C)c1	-17%	4%	.	5%	.	-16%	-2%	.
C/C(=N\Nc1nc2ccccc2s1)c1cccs1	1%	2%	-22%	1%	5%	-6%	-1%	2%
O=C(Cc1ccccc1)NN1C(=O)/C(=C/c2ccc(C(=O)O)cc2)SC1=S	.	-4%	.	7%	.	-8%	-4%	-4%
COc1ccc(N2C(=O)CC(SCCc3nc4ccccc4[nH]3)C2=O)cc1 (stereo unspecified)	-9%	-2%	-2%	-6%	-11%	-1%	0%	1%
CC1=C(C(=O)OCC2CCCCC2)C(c2cccc(F)c2F)CC(=O)N1 (stereo unspecified)	0%	-6%	.	0%	.	-1%	-2%	.
Cc1ccc(Nc2nc3nonc3[nH]c2=O)cc1	1%	-5%	5%	1%	-5%	-8%	1%	-2%
O=S(=O)(NC1CC2CCC1C2)c1ccc(Br)s1 (stereo unspecified)	0%	4%	15%	-2%	?	-5%	-7%	3%
CC(C)(C)NC(=O)C(c1ccc(F)cc1)N(CCc1ccccc1)C(=O)c1ccn[nH]1 (stereo unspecified)	-3%	1%	12%	-2%	-6%	-5%	0%	2%
CSc1ncc(C(=O)Nc2ccc(C)c(Cl)c2)c(-c2ccccc2)n1	-1%	-14%	.	-3%	.	-17%	?	.
CC(=O)c1ccc(N2CCc3ccccc3C2)c([N+](=O)[O-])c1	?	2%	-5%	5%	.	-22%	-6%	-9%
O=C(OCC(=O)N1CCN(C(=O)c2ccco2)CC1)c1ccccc1C(=O)c1ccccc1	-4%	7%	-6%	-2%	-5%	-3%	-1%	-3%
C[C@H]1[C@H](C)CC[C@]2(C(=O)O)CC[C@]3(C)C(=CC[C@@H]4[C@@]5(C)C[C@@H](O)[C@H](O)C(C)(C)[C@@H]5CC[C@]43C)[C@H]12	-2%	-4%	10%	-3%	2%	-1%	-4%	3%
O=C(Oc1cccc(Oc2ccccc2)c1)N1CCOCC1	-5%	3%	9%	-27%	4%	-3%	1%	4%
Cc1ccc(Nc2nc(N)nc(N)c2S(=O)(=O)c2ccccc2)cc1	-4%	?	.	6%	.	?	-1%	.
Cc1ccc(-c2nc(N)sc2-c2ccc(C)cc2)cc1	?	-14%	-20%	-6%	-6%	14µM*[quencher]	-4%	-14%
CCOc1ccccc1C(=O)N/N=C/c1cccc2cccnc12	?	-7%	-5%	-9%	-35%	-14%	0%	7%
CC(C)N(CC#CCC(O)(c1ccccc1)C1CCCC1)CCO (stereo unspecified)	-4%	-5%	2%	11%[53 µM]	28µM*	-8%	0%[53 µM]	2%
CCn1nc(C(=O)OCC(=O)NC(C)C)c2ccccc2c1=O	-10%	4%	.	5%	-1%	-3%	-2%	-1%
CCCCC(=O)N/N=C/c1ccc(-c2ccc([N+](=O)[O-])cc2)o1	4.5µM*	9%	-9%	-5%	?	?	-3%	1%
O=C(NCc1nc2ccccc2[nH]1)C1=C[C@@H](c2ccc(Br)cc2)C[C@@H](OCCCCO)O1	-14%	7%	-8%	9%	-1%	-21%	0%	-1%
Cc1[nH]c2ccccc2c1/C=N/Nc1nc(Nc2ccccc2)nc(N2CCOCC2)n1	?	?	-25%	-9%	11%	22µM*[quencher]	-11%	-2%

Already shown: entries from further up.
SMILES	Tau ThT inhib	Tau fibril FP	L3MBTL1 block	TRb SRC2 PPI	ALDH1A1 inh	Tau fluor cs	TR SRC2 fluor cs	aGal spleen mod
CCn1nc(C(=O)OCC(=O)NC(C)C)c2ccccc2c1=O	-10%	4%	.	5%	-1%	-3%	-2%	-1%
CCCCC(=O)N/N=C/c1ccc(-c2ccc([N+](=O)[O-])cc2)o1	4.5µM*	9%	-9%	-5%	?	?	-3%	1%
O=C(NCc1nc2ccccc2[nH]1)C1=C[C@@H](c2ccc(Br)cc2)C[C@@H](OCCCCO)O1	-14%	7%	-8%	9%	-1%	-21%	0%	-1%
Cc1[nH]c2ccccc2c1/C=N/Nc1nc(Nc2ccccc2)nc(N2CCOCC2)n1	?	?	-25%	-9%	11%	22µM*[quencher]	-11%	-2%
